# Assay outcomes: PubChem, National Center for Advancing Translational Sciences (NCATS)
# MCF10A rerep = A quantitative high throughput screen for small molecules that induce DNA re-replication in MCF 10a normal breast cells. MCF 10A DNA re-replication, Hoechst nuclear intensity, 48 h. Potency, µM (top dose mostly 46.1 µM), for the others: at the top dose activity, positive = re-replication, usual class: activators. 350,000 compounds, 2.9% hits; note: potency is the fitted concentration of half-maximal effect; % of control where 0% means no effect; nearly all actives have a fitted effect of over 50% in size
# IL1B secr inh = qHTS for Inhibitors of Inflammasome Signaling: IL-1-beta AlphaLISA Primary Screen; THP-1 LPS/ATP IL-1B secretion, AlphaLISA, 16 h; hits give low values; activity change, % at 57.5 µM; 360,000 compounds, 4.7% hits; in the data active = activity change below about -50%; inconclusive = mostly about -30% to -49%; note: % is set by controls: 0 for no effect and ±100 for the full control effect
#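 Secreted IL-1B measured by AlphaLISA bead assay after 16 h compound exposure of THP-1 cells; compounds (final up to 57.5 uM) added 1 h before LPS (250 ng/mL) and ATP (1.25 mM) stimulation; lower signal means less secretion.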
# ATXN2 expr inh = Primary qHTS for Inhibitors of ATXN expression. AID 1745845, 2022. HEK-293 ATXN2-luciferase reporter, luminescence, 24 h. Potency, µM (highest dose often 57 µM), for the others: at the highest dose activity change, negative = inhibition, hits mostly inhibitors. 360,000 compounds, 0.72% hits; note: potency is the fitted concentration of half-maximal effect; % is set by controls: 0 for no effect and ±100 for the full control effect; nearly all actives have a fitted effect of over 55% in size
#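 ATXN2-luciferase reporter cells (luciferase flanked by upstream and downstream ATXN2 gene portions) were treated 24 h at 37 °C with compounds at up to 57 uM. SteadyGlo luminescence gave expression; GF-AFC fluorescence gave viability.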
# SW480 rerep = A quantitative high throughput screen for small molecules that induce DNA re-replication in SW480 colon adenocarcinoma cells. SW480 DNA re-replication, Hoechst DNA content imaging, 48 h. Potency, µM (top dose mostly 46.1 µM), inactives show top-dose re-replication activation, hits mostly activators. AID 624297, 2012. 340,000 compounds, 1.8% hits; note: potency is the fitted concentration of half-maximal effect; % of control where 0% means no effect; nearly all actives have a fitted effect of over 55% in size
#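 250 cells/well; 23 nL cpd via pin tool; 48 hr, 37 C, 5% CO2; Hoechst 40 min; imager read of total nuclear intensity, ex 405/em 500-530 nm.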
# KB-V1 cytotox = qHTS assay for MDR1-selective chemotherapeutics: Primary screen using the drug-selected MDR subline cells KB-V1 | KB-V1 MDR cells viability, CellTiter-Glo, 72 h | Potency, µM (highest dose often 46.1 µM), for inactives: at the highest dose activity change, negative = cytotoxicity, most hits filed as cytotoxic | 400,000 compounds, 3.4% hits | AID 1347076, 2019; note: potency is the fitted concentration of half-maximal effect; % is set by controls: 0 for no effect and ±100 for the full control effect; nearly all actives have a fitted effect of over 60% in size
#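 In this primary screen, KB-V1 cells overexpressing P-gp are incubated with library compounds (lowest to highest concentration) for 72 h at 37 degrees C before a luminescent ATP viability read.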
# S2 tox = Viability Counterscreen for Primary qHTS for Inhibitors of ATXN expression; S2 cells (HEK-293 line with an ATXN2-luciferase reporter) viability, CellTiter-Fluor protease fluorescence, 24 h; Potency, µM (top dose mostly 56.7 µM), usual class: cytotoxic; 400,000 compounds, 0.49% hits; AID 651635, 2014; note: potency is the fitted concentration of half-maximal effect; nearly all actives have a fitted effect of over 40% in size
# HT1080 IDH1KD tx = qHTS for induction of synthetic lethality in tumor cells producing 2HG: qHTS for the HT-1080-IDH1KD cell line; HT-1080 IDH1 knockdown viability, ATP luminescence, 48 h; Potency, µM (top dose mostly 46.1 µM), for the others: top-dose activity, negative = toxicity, most hits filed as cytotoxic; AID 686971, 2013; 360,000 compounds, 2% hits;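 note: potency is the fitted concentration of half-maximal effect; 0% = DMSO wells and -100% = cell-free medium wells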
#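 In this qHTS, HT-1080 cells depleted of IDH1 are exposed for 48 h at 37 °C to compound titrations. Toxicity is scored from CellTiter-Glo luminescence, with DMSO as full viability and medium alone as none.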
# HT1080-NT tox = qHTS for induction of synthetic lethality in tumor cells producing 2HG: qHTS for the HT-1080-NT fibrosarcoma cell line | HT-1080-NT fibrosarcoma viability, CellTiter-Glo ATP luminescence, 48 h | Potency, µM (highest dose often 46.1 µM), without a hit: at the highest dose activity, negative = less viability, hits mostly cytotoxic | AID 686970, 2013 | 360,000 compounds, 1.6% hits;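 note: NT is the 2HG producing partner of a matched IDH1 knockdown line; potency is the fitted concentration of half-maximal effect; 0% = DMSO-treated cells and -100% = media-only wells without cells; nearly all actives have a fitted effect of over 55% in size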
#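 Viability of the 2HG-overproducing fibrosarcoma line after 48 hours of compound exposure at 37 degrees C was determined by luminescence with CellTiter-Glo, and concentration-effect curves were then fitted and categorized.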
# KB-3-1 cytotox = qHTS assay for MDR1-selective chemotherapeutics: Primary screen using the parental adenocarcinoma cell KB-3-1; Potency, µM (titrated, usually from 46.1 µM), for the others: at the highest dose activity change, negative = cytotoxic, hits mostly cytotoxic; KB-3-1 viability, CellTiter-Glo ATP luminescence, 72 h; 400,000 compounds, 1.4% hits; note: potency is the fitted concentration of half-maximal effect; % is set by controls: 0 for no effect and ±100 for the full control effect; nearly all actives have a fitted effect of over 60% in size
#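 Parental KB-3-1 viability, qHTS format: 72 h compound exposure, 37 °C; CellTiter-Glo; media-only wells and DMSO plates as controls; concentration-effect fits on corrected data.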
# Active calls of the source: *; i = inactive; ? = inconclusive; . = not tested or not shown; [ ] = another dose, or the depositor's remark. Unless noted, calls come from the whole dose curve; as a rule, active = well fitted curve in the direction sought with a large enough effect; inconclusive = small, poorly fitted or top-dose-only effect, or another doubt; inactive = no such curve, though single readings can be large; an effect the other way counts as inactive or inconclusive.
# Screens in order: MCF10A rerep	IL1B secr inh	ATXN2 expr inh	SW480 rerep	KB-V1 cytotox	S2 tox	HT1080 IDH1KD tx	HT1080-NT tox	KB-3-1 cytotox
[1] CCOc1ccc(NC(=O)NCCCN2CCCC2)cc1
  0%	14	1%	0%	9%	i	3%	-2%	6%
[2] Cc1cnc(C(=O)OCC(=O)Nc2ccc(Cl)cc2)cn1
  -6%	0	-3%	3%	-1%	i	-11%	-9%	21%
[3] CCOC(=O)c1ccc(NC(=O)c2cccnc2)cc1
  ?	-9	-7%	-9%	-7%	i	15µM*	?	14%
[4] C/C(=N\Nc1ccc(Cl)c(C(=O)O)c1)c1cccc([N+](=O)[O-])c1
  1%	0	.	?	18%	i	22%	8%	-2%
[5] C=CCNC(=O)/C(C#N)=C/c1ccccc1Cl
  12%	-58*	-19%	-140%[inhibitor]	-7%	i	3%	-18%	0%
[6] Cc1cccc(C)c1NC(=O)Cn1nnc(C(=O)Nc2ccc(F)cc2F)c1N
  -13%	-2	.	-10%	-14%	i	10%	0%	-16%
[7] O=C(CCSc1ccc(Cl)cc1)N1CCN(c2ncccn2)CC1
  33%	-13	47%[activator]	0%	0%	i	-3%	-1%	2%
[8] CC(C)CN(CCC(=O)O)CC(C)C
  0%	19	.	-20%	13%	.	2%	10%	10%
[9] CCOC(=O)c1ccc(NC2c3ncccc3C(=O)N2Cc2ccc(F)cc2)cc1 (stereo not drawn)
  -7%	-3	-3%	-6%	2%	i	-27%	-15%	0%
[10] CCn1c(SCC#N)nc2cc(S(=O)(=O)N3CCOCC3)ccc21
  2%	-22	-1%	-3%	-17%	i	-3%	-2%	-9%
[11] O=C(O)CNC(=O)CC1S/C(=N/N=C2/NC(=O)CS2)NC1=O (stereo not drawn)
  ?	25	10%	-8%	2%	i	-7%	6%	1%
[12] CCSc1nc2n(n1)C(c1ccc(Cl)cc1Cl)C(C(=O)Nc1ccccc1C)=C(C)N2 (stereo not drawn)
  .	.	-1%	.	0%	i	.	.	-5%
[13] COc1ccc(C2CC(Cn3cc(C#N)c(=O)n(C)c3=O)ON2C)cc1 (stereo not drawn)
  ?	-1	-3%	-15%	9%	i	-2%	25%	24%
[14] Cc1ccc(C(=O)NC(=S)NCc2cccnc2)cc1
  ?	-4	.	?	-9%	i	3%	-1%	1%
[15] C=Cn1cc[n+](CC(=O)c2cccs2)c1
  0%	5	.	4%	8%	i	-10%	-1%	0%
[16] COc1ccc(NC(=O)CCN2CCN(c3cccc(Cl)c3)CC2)cc1
  .	.	-14%	.	-3%	i	.	.	-2%
[17] COc1ccccc1Cn1cc(C(=O)c2ccccc2)c(=O)c2cc(OC)c(OC)cc21
  .	.	-10%	.	-5%	?	.	.	6%
[18] COc1ccccc1NC1=Nc2cccc3cccc1c23
  ?	-2	-21%	-50%	?	?	-26%	-18%	-1%
[19] N/C(=N\OC(=O)CCCOc1ccccc1)c1ccccc1
  4%	12	18%	2%	-1%	i	?	27%	1%
[20] Nc1ccc(Cl)c(NC(=O)c2cccs2)c1
  -5%	-13	10%	2%[9.22 µM]	4%	?	7%	18%	28%
[21] Brc1ccc(-c2nc(-c3cccnc3)no2)o1
  -5%	11	52%[activator]	-2%	1%	i	-3%	-5%	-17%
[22] COc1ccc(C(=O)N/C(=C\c2ccc3c(c2)OCO3)C(=O)N2CCOCC2)cc1
  1%	11	14%	-13%	0%	i	1%	8%	-4%
[23] CC(C)(C)Nc1nc(Cl)nc(NC2CCCCC2)n1
  ?	1	15%	-3%	-18%	i	-4%	-5%	-7%
[24] CCN(CC(=O)Nc1ccc(NC(C)=O)cc1)C(=O)c1ccc2c(c1)OCO2
  -3%	17	9%	-5%	26%	i	3%	10%	0%
[25] COC(=O)[C@@]12C[C@@H](CC(=O)NCc3ccccc3)C(=O)N(Cc3ccc4c(c3)OCO4)C1=CCC(C)(C)C2
  .	?	.	.	21µM*	.	?	?	?
[26] CCOC(=O)c1c(NC(=O)CC2SC(N)=NC2=O)sc2c1CCCC2 (stereo not drawn)
  52%	?	-22%	?	-14%	i	-29%	?	0%
[27] COc1cccc(CNc2cnc3ccccc3c2)c1O
  ?	-54*	17%	-9%	-23%	i	6%[9.24 µM]	?	-2%
[28] CCOc1ccc(NS(=O)(=O)c2ccc(C(=O)NNC(=O)c3ccccc3O)cc2)cc1
  ?	138	?	4%	?	i	?	?	?
[29] COc1cc(OC)nc(/N=C/NO)n1
  1%	2	-2%	22%	2%	i	-9%	20%	26%
[30] O=C(CSc1nnnn1-c1ccccc1)NC(=O)NCc1ccco1
  12%	0	0%	-12%	-22%	i	5%[9.24 µM]	7%	22%
[31] COc1ccc(CCNC(=O)CSc2n[nH]c(N)n2)cc1
  -9%	-3	-8%	-5%	?	i	3%	0%	?
[32] CN1CCN(c2ccc(NC(=O)c3ccccc3Br)cc2)CC1
  -7%	-16	52%[activator]	1%	-2%	?	12%	9%	0%
[33] CC(C)(C)c1ccccc1OCCCCCn1ccnc1
  -2%	-98*	-33%	2%	?	i	?	?	7%
[34] CC(C)C[C@H]1CN=C(Nc2ccccc2)N1CCc1ccc(F)cc1
  ?	-15	-14%	?	?	i	-21%	?	-2%
[35] CCCCN1C(=O)c2ccc(C(=O)NC3=NCCS3)cc2C1=O
  1%	-22	5%	-2%	0%	i	3%	7%	26%
[36] O=C1COc2ccc(C(=O)CSc3nnc(Cc4cccs4)n3-c3ccccc3)cc2N1
  -1%	-21	6%	-2%	?	i	1%	-9%	-7%
[37] CCOC(=O)[C@]12CCC=C1N(Cc1ccccc1)C(=O)[C@H](CC(=O)N1CCOCC1)C2
  .	-4	11%	.	-16%	i	10%	19%	6%
[38] O=C1c2cccnc2-c2ncccc21
  -6%	6	-1%	-5%	20%	?	11%	19%	-6%
[39] CC1(C)c2[nH]c3ccccc3c2C[C@@H]2C(=O)N(Cc3ccccc3)C(=O)N21
  23µM*	.	-12%	?	?	i	.	.	-2%
[40] COc1ccc(/C=N/NC(=O)c2sccc2C)c2ccccc12
  12µM*	-6	.	?	-14%	.	-16%	-19%	3%

# Brought forward from above: two entries, followed by the next part.
# Screens in order: MCF10A rerep	IL1B secr inh	ATXN2 expr inh	SW480 rerep	KB-V1 cytotox	S2 tox	HT1080 IDH1KD tx	HT1080-NT tox	KB-3-1 cytotox
[39] CC1(C)c2[nH]c3ccccc3c2C[C@@H]2C(=O)N(Cc3ccccc3)C(=O)N21
  23µM*	.	-12%	?	?	i	.	.	-2%
[40] COc1ccc(/C=N/NC(=O)c2sccc2C)c2ccccc12
  12µM*	-6	.	?	-14%	.	-16%	-19%	3%
[41] Nc1nc(-c2ccc(Cl)cc2)cc(C(F)(F)F)n1
  2%	-4	6%	-3%	0%	i	?	8%	-11%
[42] O=C(N=NC(=O)c1ccc2c(O)n(C3CCCCC3)c(O)c2c1)c1cccnc1
  -2%	17	0%	-12%	-14%	i	1%	11%	1%
[43] O=[N+]([O-])c1ccccc1S(=O)(=O)Nc1cccc2cccnc12
  ?	-100*	?	13µM*	?	?	12µM*	-27%	?
[44] COc1ccc(NC(=O)C2CCCN(c3ncnc4onc(C)c34)C2)cc1OC (stereo not drawn)
  .	.	-15%	.	-3%	i	.	.	-23%
[45] COc1ccc(C)cc1S(=O)(=O)N1CCCC(N2CCOCC2)C1 (stereo not drawn)
  6%	0	-10%	?	-4%	i	-3%	0%	-27%
[46] COc1ccc(CNc2oc(-c3ccc(COc4ccccc4C)o3)nc2C#N)cc1
  .	.	-1%	.	-8%	?	.	.	?
[47] COc1ccc(C(=O)Nc2cc(S(=O)(=O)N3CCCCC3)ccc2OC)cc1
  17%	-5	-13%	4%	-3%	i	-13%	-4%[9.24 µM]	1%
[48] Cc1sc2ncnc(Nc3ccc(O)cc3)c2c1C
  ?	-2	-12%	-5%	-10%	i	-1%	-3%	-14%
[49] Cc1ccc(-n2c(=O)c3c(c4cc(C)ccc4n3C)n(CC(=O)NCc3ccccc3)c2=O)cc1
  .	.	5%	.	-7%	i	.	.	1%
[50] COc1cc(OC)cc(-c2noc([C@H]3C[C@H](O)[C@@H](CO)O3)n2)c1
  .	-18	10%	.	-2%	i	15%	11%	0%
[51] COc1ccc(S(=O)(=O)Nc2ccc(-n3cnnn3)cc2)cc1[N+](=O)[O-]
  -5%	10	.	-22%	3%	i	0%	-15%	-9%
[52] Cc1cc2cc3c(=O)[nH]c(=O)cc-3n(CC(O)C(O)C(O)CO)c2cc1C (stereo not drawn)
  .	24	.	.	25%	?	-14%	-8%	1%
[53] CC(C)(O)C#Cc1ccc(C(=O)N2CCCC(CCC(=O)NCc3ccccc3F)C2)cc1 (stereo not drawn)
  0%	14	6%	-6%	-5%	i	0%	15%	-15%
[54] O=C(CCN1c2ccccc2Sc2ccccc21)OCc1nnc(-c2ccccc2)o1
  22%	12	0%	12%	10%	i	1%	-2%	18%
[55] COc1cc(CNC(=O)OCC(C)C)cc(OC)c1OC
  -2%	8	-4%	-1%[9.22 µM]	24%	i	14%	-3%	8%
[56] COc1ccc2nc(NC(=O)c3cccnc3SC)sc2c1
  -5%	-4	44%[activator]	?	-23%	i	-1%	-15%	12%
[57] COc1ccc(C2CC(c3ccc(OC)cc3)n3nc(NC(=O)c4cccs4)nc3N2)cc1 (stereo not drawn)
  4%	-18	-3%	-4%	-17%	i	?	?	4%
[58] COc1cc(-c2nnc(SCC(=O)Nc3ccc(C(=O)O)cc3)o2)cc(OC)c1OC
  0%	-6	23%	-4%	25%	i	11%	-2%	5%
[59] CC1=NN(c2ccc(C(=O)O)cc2)C(=O)CC1
  ?	14	36%	2%	-6%	i	19%	18%	-2%
